Screening results (PubChem)
PPARg SRC2 recr: promotes SRC-2 coactivator recruitment by human PPARgamma | AID 1032 | 200,000 compounds, 0.34% hits | P37231 | activation, % at 8 µM | PPARgamma LBD-SRC-2 recruitment, biochemical; in the data active = activation above about 22%;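 also: 0% = vehicle and 100% = reference agonist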
Target sequence (P37231 whole entry, looked up, the tested form may be a part): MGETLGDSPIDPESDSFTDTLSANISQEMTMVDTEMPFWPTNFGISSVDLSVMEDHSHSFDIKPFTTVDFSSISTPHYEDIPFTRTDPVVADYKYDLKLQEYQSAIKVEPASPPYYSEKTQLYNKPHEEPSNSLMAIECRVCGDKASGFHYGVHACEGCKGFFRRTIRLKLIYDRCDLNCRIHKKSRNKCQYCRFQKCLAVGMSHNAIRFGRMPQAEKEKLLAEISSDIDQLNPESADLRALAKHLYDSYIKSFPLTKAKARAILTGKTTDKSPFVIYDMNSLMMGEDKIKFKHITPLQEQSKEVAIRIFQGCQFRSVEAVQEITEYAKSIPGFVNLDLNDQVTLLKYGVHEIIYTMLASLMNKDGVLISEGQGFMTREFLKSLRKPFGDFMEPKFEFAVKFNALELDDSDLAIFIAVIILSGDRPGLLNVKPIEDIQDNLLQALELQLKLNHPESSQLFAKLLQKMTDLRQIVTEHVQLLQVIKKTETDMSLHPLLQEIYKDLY
PPARg SRC-3 ag: agonists of human PPARgamma SRC-3 coactivator recruitment; P37231; biochemical PPARgamma/SRC-3 coactivator recruitment assay; activation, % at 8 µM; 200,000 compounds, 0.26% hits; AID 731; in the data active = activation above about 23%;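 also: 0% = DMSO and 100% = reference agonist; some compounds past the cut are filed as inactive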
bIAP inh: intestinal alkaline phosphatase (bovine) inhibition | purified bovine IAP, CDP-star luminescence, 30 min | 190,000 tested, under 10 active | inhibition, % at 20 µM;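 active = over 50% inhibition of intestinal alkaline phosphatase at 20 µM in the single-dose screen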
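Incubation: 30 min reaction at room temperature / Material: purified bovine intestinal alkaline phosphatase (IAP) enzyme / Input: enzyme at 1/65,000,000 dilution / Dosing: 20 µM single dose / Signal: CDP-star luminescence signal / Reagent: CDP-star chemiluminescent phosphatase substrate, 30 µM final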
PPARg SRC-1 ag: agonists of human PPARgamma SRC-1 coactivator recruitment; P37231; PPARgamma-SRC-1 coactivator recruitment biochemical assay; activation, % at 8 µM; 200,000 compounds, 0.41% hits; in the data active = activation above about 19%;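 also: 0% = DMSO and 100% = reference agonist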
Redox H2O2 prof: compounds producing H2O2 with reducing agent – biochemical, NIH compound library profiling, artefact control for MLSCN library redox annotation, primary screen; 200,000 compounds, 0.03% hits; activation, % at 10 µM; DTT-dependent redox cycling H2O2, phenol red/HRP absorbance; 100% = 100 µM peroxide control, 0% = buffer;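 active = activation of at least 50% relative to the plate's high and low controls in the primary single-dose screen; inactive = activation below 50%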;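 also: compound incubated with DTT at 0.8 mM final as the reducing agent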
TR-FRET SRC-2 ct: TR-FRET artefact, counter-screen to PPARgamma/SRC-2 agonist assay; active compounds read high; TR-FRET ratio at 8 µM; 200,000 compounds, 0.4% hits; in the data active = TR-FRET ratio above about 2000; also: inactives centre near 1500; reference of the scale not given here
RAM network inh: yeast RAM network inhibition. S. cerevisiae dse1pr::URA3 reporter, 5-FOA growth OD615, 2 d; analog-sensitive cbk1-as2 kinase mutant strain. inhibition, % at 50 µM. 190,000 compounds, 1.8% hits;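 active = inhibition above a set limit, 3 SD over mean compound inhibition, cut at about 8.4% in these data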;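 also: 0% = DMSO-only wells with no growth and 100% = 10 µM 1-NA-PP1 full growth; inhibition rescues growth on 5-FOA so higher OD means more RAM inhibition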
S1P3 antag: antagonists of human S1P3 receptor; Q99500; CHO S1P3 NFAT-BLA reporter, FRET fluorescence, antagonist mode; inhibition, % at 4.98 µM; 170,000 compounds, 0.27% hits;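 active = inhibition above the plate cutoff, the mean inhibition of test wells on that plate plus 3 SD, cut at about 28% in these data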;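 also: cells challenged with S1P at its EC80 of 0.8 µM; blue over green emission ratio from cleaved BLA substrate after 4 h stimulation; 0% = S1P-stimulated wells and 100% = unstimulated DMSO-only wells; some compounds past the cut are filed as inactive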
ROMK mod: modulators of human ROMK potassium channel; Tet-inducible ROMK, thallium flux fluorescence; actives lie on both sides; B-score at 10 µM; 130,000 compounds, 2% hits; AID 1918;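 active = signal ratio slope over the read window, or its plate-corrected B-score, at least 3 SD from the plate mean, either direction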;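 also: B-score of the F/F0 ratio slope over 7 to 12 s after thallium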
Target sequence (P48048 whole entry, looked up): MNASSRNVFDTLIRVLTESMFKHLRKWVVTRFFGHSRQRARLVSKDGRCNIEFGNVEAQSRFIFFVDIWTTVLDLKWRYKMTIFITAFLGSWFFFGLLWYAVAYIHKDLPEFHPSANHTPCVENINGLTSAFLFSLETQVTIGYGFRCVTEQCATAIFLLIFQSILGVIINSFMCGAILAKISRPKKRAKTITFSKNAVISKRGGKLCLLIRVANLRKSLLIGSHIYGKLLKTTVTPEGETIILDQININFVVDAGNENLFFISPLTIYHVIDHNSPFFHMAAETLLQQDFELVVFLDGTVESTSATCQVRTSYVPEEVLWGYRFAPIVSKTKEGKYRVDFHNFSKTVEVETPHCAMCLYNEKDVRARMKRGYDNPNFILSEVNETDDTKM
HMGR II inh: E. faecalis class II HMG-CoA reductase inhibition; purified E. faecalis HMGR, NADPH absorbance 340 nm kinetic; inhibition, % at 10 µM; 190,000 compounds, 0.41% hits;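 active = inhibition above a set limit, the median over all tested compounds plus 3 SD, cut at about 9.5% in these data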;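 also: enzyme runs in reverse so mevalonate oxidation gives rising NADPH absorbance; 0% = complete reaction with DMSO and 100% = background rate lacking mevalonate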
Lmaj promast: inhibitors of Leishmania major promastigote growth; Leishmania major promastigotes, resazurin fluorescence viability; inhibition, % at 10 µM; 200,000 compounds, 9% hits; in the data active = inhibition above about 50%;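 also: promastigotes grown with compound for 44 hours at 28 °C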
* = called active by the depositor; · = not tested or not shown. This is a random part of the collection. Share with any hit: about 13%.

SMILES	PPARg SRC2 recr	PPARg SRC-3 ag	bIAP inh	PPARg SRC-1 ag	Redox H2O2 prof	TR-FRET SRC-2 ct	RAM network inh	S1P3 antag	ROMK mod	HMGR II inh	Lmaj promast
O=C1CCCN1CCC1CCN(C(=S)Nc2ccc(F)cc2)CC1	22*	15	5	-1	0.1	1700	1.4	·	1.3	3	-6
Cc1ccc(NC(=O)CSCC(=O)O)c(C)c1	-3	-7	7	4	1.3	1427	0.9	-3	0.18	4	0
CCn1c(SCC(=O)c2ccccc2)nc2c(c1=O)SC(C)C2 (stereo not drawn)	7	3	8	-8	-0.4	1521	1.7	13	1.3	-1	6
COCCN1C(=O)c2ccccc2C(C(=O)N2CCN(c3ccccn3)CC2)C1c1ccc(F)cc1 (stereo not drawn)	12	1	-30	-1	1.3	1530	-1.1	·	·	-1	-6
CC1CCN(c2ccccc2NC(=O)c2ccc(C#N)cc2F)CC1	8	-1	-9	0	0.5	1425	3.6	-19	·	-2	1
CC(=O)Nc1nc(C)nc(-c2ccccc2)c1C(C)=O	-3	5	0	1	2.6	1645	0.7	-3	·	-2	-3
CCOC(=O)c1sc(NC(=O)CSc2nccc(C)n2)c(C#N)c1C	6	-5	8	1	0.1	1496	0.9	·	-0.088	-1	-5
COC(=O)c1cc(CN2CCN(c3ccccc3C)CC2)ccc1O	6	7	6	-2	0.1	1638	3.4	·	-0.35	-1	4
CCCCC(=O)Nc1ccc(C(=O)NNC(=O)c2ccco2)cc1	9	0	-18	3	-7.6	1616	2.0	·	1.6	2	-4
COc1ccccc1N1CCN(C(=O)c2cnn3cccnc23)CC1	2	3	10	-1	-3.0	1577	-0.3	-17	0.12	0	1
Cc1cc(NC(=O)Cc2cccs2)nn1CC(=O)NCc1ccco1	-3	9	12	7	-1.0	1606	1.2	-30	·	1	1
COc1ccc(C)cc1S(=O)(=O)N(C)CC(N)=O	5	-7	16	7	0.3	1623	0.6	-27	0.23	-3	-8
COc1cc(C)c(S(=O)(=O)NC2CC(C)(C)NC(C)(C)C2)cc1C	1	-1	-4	-1	0.1	1536	1.1	·	-1.8	-1	4
CSc1cccc(NC(=O)c2ccc(Cl)nc2)c1	0	-4	2	-4	2.8	1335	0.4	·	·	2	2
O=C(O)CC(NC(=O)C(F)(F)F)c1ccc2c(c1)OCO2 (stereo not drawn)	5	5	-21	2	-0.1	1400	1.0	-10	-0.7	3	12
Cc1ccc(N=Cc2cc(C)n(C3CCCC3)c2C)cc1	-8	-5	10	-8	-0.1	1346	0.3	·	·	2	16
NS(=O)(=O)c1ccc(N/N=C/c2ccccc2Br)cc1	-2	-1	-1	3	0.6	1592	3.4	7	-0.79	3	-4
O=C(Nc1ccc(F)cc1)c1cc(S(=O)(=O)N2CCCCC2)cs1	-1	2	9	-2	1.6	1375	3.9	·	-1.4	-2	10
CC(C)(C)NC(=O)CSc1nc(N)c(-c2ccccc2)c(=O)[nH]1	1	3	0	-4	-1.5	1368	1.4	9	-0.11	5	-2
O=C(CN1C(=O)c2ccccc2C1=O)NCc1ccccn1	7	-1	16	-4	0.2	1460	-0.5	·	0.92	-5	-5

Arranged by formula weight (rising): part of the list above
SMILES	PPARg SRC2 recr	PPARg SRC-3 ag	bIAP inh	PPARg SRC-1 ag	Redox H2O2 prof	TR-FRET SRC-2 ct	RAM network inh	S1P3 antag	ROMK mod	HMGR II inh	Lmaj promast
Cc1ccc(NC(=O)CSCC(=O)O)c(C)c1	-3	-7	7	4	1.3	1427	0.9	-3	0.18	4	0
CC(=O)Nc1nc(C)nc(-c2ccccc2)c1C(C)=O	-3	5	0	1	2.6	1645	0.7	-3	·	-2	-3
O=C(CN1C(=O)c2ccccc2C1=O)NCc1ccccn1	7	-1	16	-4	0.2	1460	-0.5	·	0.92	-5	-5
O=C(O)CC(NC(=O)C(F)(F)F)c1ccc2c(c1)OCO2 (stereo not drawn)	5	5	-21	2	-0.1	1400	1.0	-10	-0.7	3	12
CCCCC(=O)Nc1ccc(C(=O)NNC(=O)c2ccco2)cc1	9	0	-18	3	-7.6	1616	2.0	·	1.6	2	-4
CC(C)(C)NC(=O)CSc1nc(N)c(-c2ccccc2)c(=O)[nH]1	1	3	0	-4	-1.5	1368	1.4	9	-0.11	5	-2
CC1CCN(c2ccccc2NC(=O)c2ccc(C#N)cc2F)CC1	8	-1	-9	0	0.5	1425	3.6	-19	·	-2	1
COC(=O)c1cc(CN2CCN(c3ccccc3C)CC2)ccc1O	6	7	6	-2	0.1	1638	3.4	·	-0.35	-1	4
CCn1c(SCC(=O)c2ccccc2)nc2c(c1=O)SC(C)C2 (stereo not drawn)	7	3	8	-8	-0.4	1521	1.7	13	1.3	-1	6
O=C1CCCN1CCC1CCN(C(=S)Nc2ccc(F)cc2)CC1	22*	15	5	-1	0.1	1700	1.4	·	1.3	3	-6
COc1cc(C)c(S(=O)(=O)NC2CC(C)(C)NC(C)(C)C2)cc1C	1	-1	-4	-1	0.1	1536	1.1	·	-1.8	-1	4
O=C(Nc1ccc(F)cc1)c1cc(S(=O)(=O)N2CCCCC2)cs1	-1	2	9	-2	1.6	1375	3.9	·	-1.4	-2	10
CCOC(=O)c1sc(NC(=O)CSc2nccc(C)n2)c(C#N)c1C	6	-5	8	1	0.1	1496	0.9	·	-0.088	-1	-5

The list goes on:
SMILES	PPARg SRC2 recr	PPARg SRC-3 ag	bIAP inh	PPARg SRC-1 ag	Redox H2O2 prof	TR-FRET SRC-2 ct	RAM network inh	S1P3 antag	ROMK mod	HMGR II inh	Lmaj promast
COCCCNC(=O)/C(C#N)=c1\s/c(=C\c2ccccc2OC(F)F)c(=O)n1CCCOC	3	3	40	0	0.4	1509	3.3	-16	·	-3	-4
O=C(CSc1nnc(SCc2ccccc2Cl)s1)N/N=C/c1c[nH]c2ccccc12	12	2	-2	1	0.8	1649	8.3	-10	·	-9	6
O=C(Cn1nnc(-c2ccc(Cl)cc2)n1)NC1CCN(Cc2ccccc2)CC1	0	-3	-5	1	1.2	1567	-0.4	-22	·	0	-6
COCCOC(=O)C1=C(N)OC2=C(C(=O)CCC2)C1c1cccnc1 (stereo not drawn)	1	2	4	2	-1.5	1530	0.6	·	1.4	0	-9
OCCCc1nc2ccccc2[nH]1	4	0	6	11	-0.2	1634	3.8	-9	0.2	-4	-5
COC(=O)C1NN=C(C(=O)c2ccc(Br)cc2)C1c1cccc(Br)c1 (stereo not drawn)	-2	3	3	3	-0.4	1472	0.8	3	0.035	2	25
Cc1ccc(S(=O)(=O)NCc2n[nH]c(=S)n2C)cc1	2	-2	10	-8	0.2	1700	0.5	·	·	-4	-9
O=C(CSCC(=O)N1CCN(c2ccccc2)CC1)Nc1nc(-c2ccc(Cl)s2)cs1	4	-2	15	0	-0.2	1705	-0.8	·	·	-1	12
COc1cccc2cc(C(=O)N(C)C3CCN(C)CC3)c(=O)oc12	-6	-2	9	-6	2.1	1309	0.8	-8	·	-7	-3
COc1ccc(/C=N/n2c(SC)nnc(C(C)(C)C)c2=O)cc1	2	7	9	2	0.5	1627	1.9	·	·	1	-5
N/C(Cc1ccc(Cl)cc1)=N\OC(=O)c1ccc2ccccc2c1	4	4	3	6	2.0	1636	2.4	·	·	0	0
O=C(NCCc1ccccc1)c1ccc(Br)o1	4	-2	10	-4	-1.2	1614	-0.9	3	-0.84	-3	1
COc1ccc(Cc2[nH]n3c(=O)c(Cl)c(C)nc3c2-c2ccccc2)cc1	4	6	-14	1	-0.2	1442	11*	0	-1.5	-3	-7
O=C(O)/C=C/c1cccc(OCc2ccccc2)c1	-4	-1	-11	7	0.0	1583	1.7	5	-0.0012	-2	2
COc1ccc(N=Cc2ccc(-c3ccccc3)o2)cc1	0	5	0	8	-0.2	1533	-0.5	-20	1.5	4	-4
CCOC(=O)c1c(NC(=O)C2CC=CCC2C(=O)O)sc(C)c1CC (stereo not drawn)	12	7	6	2	-1.0	1849	2.2	-19	·	0	1
O=C(NCc1ccc2c(c1)OCO2)c1c(F)c(F)c(F)c(F)c1F	-3	5	7	4	1.7	1524	1.0	-23	·	-5	6
Cc1c(C(=O)C(C)C)n(C)c2ccccc12	3	6	6	0	-0.1	1392	2.9	·	·	1	-6
COc1ccc(/C=C2\SC(=O)N(CCNC(=O)C3CC4C=CC3C4)C2=O)cc1 (stereo not drawn)	3	2	-3	8	-0.1	1485	2.6	-9	-0.15	-4	96*
Cc1c(N2C(=O)/C(=C/c3ccccc3)SC2=S)c(=O)n(-c2ccccc2)n1C	5	-1	-16	5	1.5	1517	-0.1	·	·	2	1
Cc1cccc(NC(=O)CN2C(=O)CNC2=O)c1	-4	-8	5	-2	0.2	1622	1.4	·	-0.24	-4	2
COc1ccccc1CN1C(=O)c2ccncc2C1=O	-2	4	-1	1	0.1	1369	0.9	-6	-1.2	1	0
